RGS4-Gao reg: modulates binding of RGS4 to human Galphao | P09471 | Multiplexed bead flow cytometry; actives lie on both sides | hit rate 0.33% among 220,000 | binding response (% of control), % at 10 µM; in the data active = binding response below about 49% or above about 150%; inactive = in between;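 also: fluorescent Galphao activated with aluminum fluoride binding bead-coupled RGS4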
Target sequence (P09471 whole entry, looked up): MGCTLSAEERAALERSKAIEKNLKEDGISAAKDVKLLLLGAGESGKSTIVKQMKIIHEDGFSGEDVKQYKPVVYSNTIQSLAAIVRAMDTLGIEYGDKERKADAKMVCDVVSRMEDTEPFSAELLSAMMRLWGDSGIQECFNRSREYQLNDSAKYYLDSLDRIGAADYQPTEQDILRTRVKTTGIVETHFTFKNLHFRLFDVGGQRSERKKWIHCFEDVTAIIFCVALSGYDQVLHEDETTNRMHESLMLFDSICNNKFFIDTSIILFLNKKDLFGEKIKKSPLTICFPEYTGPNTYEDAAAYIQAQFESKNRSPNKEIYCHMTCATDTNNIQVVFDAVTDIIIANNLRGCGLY
RGS7-Gao: regulators of human RGS7-Galphao interaction. P09471. Multiplexed bead flow cytometry, RGS7-Galphao binding; actives lie on both sides. binding response (% of control), % at 10 µM. hit rate 0.35% among 220,000. AID 1439; in the data active = binding response below about 49% or above about 150%; inconclusive = no clear call, values can overlap the other calls; inactive = in between;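 also: fluorescent Galphao held in activated GDP-AlF4 state binding bead-coupled RGS7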
Avidin fluor: avidin bead compound fluorescence profile | Avidin beads, compound fluorescence 488/530 nm, flow cytometry; stronger effect = higher value | hit rate 0.38% among 220,000 | fluorescence (KMESF) at 10 µM | AID 1775; in the data active = fluorescence above about 47; also: inactives centre near 10
Starred values were filed as active, the others as inactive; ? = inconclusive; . = not tested or not shown; & = joins results of further samples. Only part of the results is shown. The share of hits here may be higher or lower than overall.

SMILES	RGS4-Gao reg	RGS7-Gao	Avidin fluor
CCC1CCCCN1Cc1nc2ccccc2c(=O)n1CC(C)=O (configuration not stated)	103	?	8
CCCOc1ccc(-c2c(C(=O)N/N=C/c3ccccc3)nnn2-c2nonc2N)cc1	99	?	5
O=C1C2C(C(=O)N1CCN1CCN(Cc3ccc([N+](=O)[O-])cc3)CC1)[C@H]1C=C[C@@H]2C1 (some centres not stated)	101	?	5
O=[N+]([O-])c1ccccc1N/N=C/c1cccc(O)c1O	94	?	7
CCCn1cnc2c(=S)nc(N)[nH]c21	100	?	3
C/C(=N\NC(=O)Cn1cc([N+](=O)[O-])cn1)c1ccco1	127	?	6
COc1ccc2sc(NC(=O)NC(=O)c3c(Cl)cccc3Cl)nc2c1	104	?	7
O=C(NC1CC1)C1=C[C@@H](c2c[nH]c3ccccc23)C[C@@H](OCc2ccc(CO)cc2)O1	103	?	11
CC(C)(C)c1cc(C(=O)NCc2cc(F)cc3c2OCOC3)n(Cc2ccccc2)n1	94	?	2
O=C1CSC(c2ccccn2)N1c1ccc(C(F)(F)F)cc1 (configuration not stated)	101	?	9
Clc1nc2c(-c3ccccc3)nnn2c2ccccc12	101	?	6
CN(CCO)c1ncnc2c1sc1nc(N3CCOCC3)c3c(c12)CCC3	100	?	6
O=C(O)C1=C[C@H](c2ccc(F)cc2)C[C@H](OCc2ccc(CO)cc2)O1	105	?	10
CCOc1cc(N2CCOCC2)c(OCC)cc1NCC(=O)N1CCN(Cc2ccccc2)CC1	103	?	10
N/C(=N\N=C\c1cccc([N+](=O)[O-])c1)c1nonc1N	103	?	8
O=C(NNC(=O)C1[C@H]2CCCC[C@@H]12)c1ccc(=O)oc1 (some centres not stated)	86	?	2
CN(C)/C=C1/C=C(C=O)OC1=O	101	?	12
CCC(C)[C@H](NC(=O)NCc1cccnc1)C(=O)OC (some centres not stated)	101	?	7
Cc1ccc(C)c(-n2c(-c3ccncc3)n[nH]c2=S)c1	97	?	8
Nc1c(C(=O)N/N=C/c2ccccc2Cl)oc2nc(-c3ccccc3)cc(-c3ccco3)c12	98	?	7

Next part, starting with the last 2 of the part before.
SMILES	RGS4-Gao reg	RGS7-Gao	Avidin fluor
Cc1ccc(C)c(-n2c(-c3ccncc3)n[nH]c2=S)c1	97	?	8
Nc1c(C(=O)N/N=C/c2ccccc2Cl)oc2nc(-c3ccccc3)cc(-c3ccco3)c12	98	?	7
COCCCN(C(=S)NC(=O)C(C)(C)C)c1c(N)n(Cc2ccccc2)c(=O)[nH]c1=O	97	?	7
COc1ccc2[nH]c(C(=O)Nc3ccc(C)c(F)c3)cc2c1	97	?	7
CSc1nnc(-c2ccncc2)n1/N=C/c1cn(-c2ccccc2)nc1-c1ccc(Cl)cc1	99	?	7
CS(=O)(=O)N1N=C(c2cccs2)CC1c1ccc(F)cc1 (configuration not stated)	104	?	6
CN1C(=O)N(c2nnc(C(C)(C)C)s2)C(=O)C1c1ccccc1 (configuration not stated)	89	?	6
O=C(CN1CCN(Cc2ccccc2Cl)CC1)N/N=C/c1ccccn1	90	?	10
COC(=O)c1cc(C)[nH]c2c(C)cc3nc4ccccc4c3c12	100	?	6
CC1(C)SC(=S)N(/N=C/c2cccnc2)C1N(O)C(=O)NC1CCCCC1 (configuration not stated)	101	?	6
Cc1cc(/C=C2\SC(=S)NC2=O)c(C)n1-c1ccc(O)cc1	92	?	7
Cc1ccc(S(=O)(=O)Nc2nc3ccccc3nc2NCC2CCCO2)c(C)c1 (configuration not stated)	101	?	5
Cc1[nH]c2ccc(Br)cc2c(=S)c1C/C=C/Cl	96	?	10
O=C(Cc1nnc(NC(=O)Nc2ccc(F)cc2)s1)NCc1ccccc1	85	?	8
O=C(COC(=O)c1cnccn1)c1ccc([N+](=O)[O-])cc1	103	?	3
CCOC(=O)c1cc(COc2cc(Cl)cc(Cl)c2)on1	114	?	16
CCc1ccc(C(=O)O)cc1	85	?	3
CCn1c(CC(=O)Nc2ccccc2)nnc1SCc1nc2ccccc2c(=O)[nH]1	101	?	7
CCn1c(O)c(C=NC2CCCC(C)C2C)sc1=S (configuration not stated)	103	?	3
O=C(O)c1cccc(-n2cccc2/C=C/[N+](=O)[O-])c1	98	?	3
O=C(CSCc1ccc(C(=O)O)cc1)Nc1ccc2ccccc2c1	103	?	7
COc1ccc(-c2nnc(NC(=O)c3cccs3)s2)c(OC)c1	91	?	22
O=C(COc1cccnc1[N+](=O)[O-])c1c[nH]c2ccccc12	99	?	3
COc1ccc(/C=N/NC(=O)c2cc(C)oc2C)cc1OC	101	?	10
COc1ccc(NS(=O)(=O)c2cccc(C(=O)N/N=C/c3cn(-c4ccccc4)nc3-c3ccc(OC)cc3)c2)cc1	94	?	7
CNc1ccccc1NC(=O)CCn1c(=S)oc2ccccc21	105	?	8
COc1ccc(CN2CCc3ccccc3C2)c(OC)c1	101	?	7
Cc1nn(-c2ccccc2)nc1C(=O)Nc1ccc2[nH]ncc2c1	100	?	8
CCNC(=O)c1c(O)c2c([nH]c1=O)CCCC2	106	?	8
Cc1ccc(S(=O)(=O)N(C)C)cc1NC(=O)C1CCCCC1	104	?	4
Cc1ccc(/C=N/NC(=O)Cn2nnc(N)n2)cc1	107	?	8
CCOc1ccc(/C=N/NC(=S)NC2CC3C=CC2C3)cc1 (configuration not stated)	98	?	5
O=C1NC(=Nc2ccccc2)S/C1=C\c1cccs1	98	?	8
CC(NC(=O)C(C)(C)C)C(c1cccs1)N1CCN(Cc2ccccc2)CC1 (configuration not stated)	101	?	8
CCCC(CCC(=O)Nc1ccn(-c2ccccc2)n1)C(=O)O (configuration not stated)	101	?	9
CC(C)NC(=O)C1CCN(C2CCN(C(=O)/C=C/c3cccs3)CC2)CC1	99	?	5
Oc1[nH]c2ccccc2c1N=Nc1ccccc1	100	?	9
O=C(N/N=C/C=C/c1ccc2c(c1)OCO2)C(O)c1ccccc1 (configuration not stated)	100	?	11
Cc1ccc(-c2cc(-c3ccco3)c(C#N)c(=O)[nH]2)cc1	102	?	6
COc1ccc(-c2csc(NC(=O)CSc3nc(C)nc4sc(C(=O)O)c(C)c34)n2)cc1	105	?	5
Cc1ccc(-c2nnc(-c3cc(C)on3)o2)cc1	90	?	9
Cc1nc(CC(=O)N/N=C/c2ccc(OCC(=O)O)cc2)cs1	100	?	6
COc1cc(/C=C/c2cc(C(=O)O)c3ccccc3n2)ccc1OC(F)F	103	?	8
Cc1ccc(NC(=O)Nc2cccc(C)n2)c(C)c1	103	?	7
COc1cccc(C(=O)Nc2nnc(-c3ccc(Cl)cc3)o2)c1	95	?	9
Nc1nnc(-c2cn(-c3ccccc3)nc2-c2ccc(Cl)cc2)o1	98	?	7
CC(=O)C1=C(O)C(=O)N(c2ccc(S(N)(=O)=O)cc2)C1c1cccc([N+](=O)[O-])c1 (configuration not stated)	104	.	8
O=S(=O)(c1cccs1)N1CN(C2CCCCC2)c2nc3ccccc3nc21	100	?	3
O=C(NNC(=O)c1ccccc1Cl)c1cc2cc(OC(F)(F)F)ccc2[nH]1	103	?	8
COc1ccccc1CC(=O)NCc1csc(-c2cccs2)n1	100	?	7
O=c1c(C(c2ccc(Cl)cc2)c2c(O)nc3n(c2=O)CCS3)c(O)nc2n1CCS2	85	?	8
CN(C)c1nc2ncn(Cc3ccccc3)c2c(=O)[nH]1	100	?	7

Some of the entries so far, with each value named:
Nc1nnc(-c2cn(-c3ccccc3)nc2-c2ccc(Cl)cc2)o1
  RGS4-Gao reg: 98; RGS7-Gao: ?; Avidin fluor: 7

CC(=O)C1=C(O)C(=O)N(c2ccc(S(N)(=O)=O)cc2)C1c1cccc([N+](=O)[O-])c1 (configuration not stated)
  RGS4-Gao reg: 104; RGS7-Gao: .; Avidin fluor: 8

O=S(=O)(c1cccs1)N1CN(C2CCCCC2)c2nc3ccccc3nc21
  RGS4-Gao reg: 100; RGS7-Gao: ?; Avidin fluor: 3

O=C(NNC(=O)c1ccccc1Cl)c1cc2cc(OC(F)(F)F)ccc2[nH]1
  RGS4-Gao reg: 103; RGS7-Gao: ?; Avidin fluor: 8

Next structures follow:
SMILES	RGS4-Gao reg	RGS7-Gao	Avidin fluor
COCCNC(=O)c1onc(CSc2ccncc2)c1C(=O)NCCOC	100	?	7
COc1ccc(C(=O)/C=C/Nc2ccc(S(=O)(=O)Nc3nc(C)cc(C)n3)cc2)c(OC)c1	101	?	8
O=C(Nc1ccccc1)Nc1ccc2ccccc2c1	100	?	3
O=C(Cc1ccccc1)N/N=C/C=C/c1ccccc1[N+](=O)[O-]	102	?	10
COc1cccc(NC2c3ccccc3C(=O)N2Cc2ccccc2Cl)c1 (configuration not stated)	113	?	6
Cc1cccc2cc(C3CC(c4cccs4)=NN3S(C)(=O)=O)c(Cl)nc12 (configuration not stated)	107	?	7
CC1=NN(c2ccccc2)C(=O)C1C=Nc1ccc(N(C)C)cc1 (configuration not stated)	102	?	7
COc1ccc(CN2C=C3C(=O)C(C)(OC(=O)C4CCCC4)C(=O)C=C3C=C2c2ccsc2)cc1 (configuration not stated)	102	?	8
Cc1cc(NC(=O)CC#N)n(-c2nc3ccccc3[nH]2)n1	100	?	6
CCOC(=O)C(C)Oc1cccc2c(=O)n(CC(=O)NCc3ccc(F)cc3)ccc12 (configuration not stated)	104	?	8

Taken from above (3 entries):
SMILES	RGS4-Gao reg	RGS7-Gao	Avidin fluor
COCCNC(=O)c1onc(CSc2ccncc2)c1C(=O)NCCOC	100	?	7
COc1ccc(C(=O)/C=C/Nc2ccc(S(=O)(=O)Nc3nc(C)cc(C)n3)cc2)c(OC)c1	101	?	8
O=C(Nc1ccccc1)Nc1ccc2ccccc2c1	100	?	3

(listing goes on)
SMILES	RGS4-Gao reg	RGS7-Gao	Avidin fluor
O=[N+]([O-])c1ccc(SCCc2ccncc2)cc1	103&101	?	7&8
Cn1ncc2c(Nc3ccc([N+](=O)[O-])cc3)nc(Cl)nc21	121	?	5
COc1ccc(-c2cc3nc4n(c(=O)c3s2)CCCCC4)cc1	98	?	6
Cc1cc(N2C(=O)[C@@H]3[C@H](C2=O)[C@@H]2C[C@H]3C(Br)C2Br)no1 (some centres not stated)	94	?	6
COc1ccccc1NC(=O)c1cc2c(=O)n(C)c3ccccc3c2n1C	89	?	5
Cc1nccn1CC(=O)N/N=C/c1ccccc1O	98	?	7
CCCCC(CCC(=O)Nc1cccc([N+](=O)[O-])c1)C(=O)O (configuration not stated)	106	?	5
O=C1COCC(=O)N1CCc1c[nH]c2ccccc12	107	?	3
O=[N+]([O-])c1c(N2CCN(CCO)CC2)nc2ccccn12	101	?	16
COc1cc2c(cc1OC)CN(C(=S)Nc1cccc(Cl)c1C)CC2	96	?	7
COC(=O)CC1C(=O)NC2CCCCC2N1C(=O)CCl (configuration not stated)	100	?	4
CN(NC(=O)c1ccccc1)c1ncc(C(F)(F)F)cc1Cl	104	?	6
COC(=O)C1(Cc2ccc(O)cc2)OC(=O)C(O)=C1c1ccc(O)cc1 (configuration not stated)	88	?	6
COc1ccc2[nH]c(=O)c(CNc3cc(C)ccc3C)cc2c1	103	?	7
COc1ccc(N(Cc2cc3ccc(C)cc3[nH]c2=O)C(=O)C2CCCO2)cc1 (configuration not stated)	100	?	8
Cn1c(=O)n(C)c2cc(/C=N/NC(=O)c3cc4cc(Br)ccc4o3)ccc21	102	?	8
CCOC(=O)c1ccc(NC(=O)c2nc[nH]c2C(=O)N[C@@H](CCCCNC(=O)OC(C)(C)C)C(=O)OC(C)(C)C)cc1	97	?	9
O=C(CCOc1ccccc1)N1CCN(c2ccc(O)cc2)CC1	101	?	4
COc1ccc(S(=O)(=O)N2CCOCC2)cc1NC(=O)c1ccc(-n2nc(C)cc2C)cc1	102	?	10
O=c1[nH]c2cccnc2n1-c1ccc([N+](=O)[O-])cc1	93	?	5
N#C/C(=N\Nc1ccc(Cl)cc1)C(N)=S	96	?	6
Cc1ccc(NCC(=O)N/N=C/c2cccn2C)cc1	94	?	7
CCc1ccc(NC(=S)NC(=O)c2c(-c3ccccc3Cl)noc2C)cc1	103	?	7
CN(Cc1cc2ccccc2[nH]c1=O)C(=O)COc1ccccc1	95	?	5
O=[N+]([O-])c1ccc(O)c(C2=NNC(c3ccccc3F)C2)c1 (configuration not stated)	97	?	8
Cc1cc(C(=O)Nc2nccs2)c2cc(F)ccc2n1	99	?	8
Cc1ccc(CNC(=O)c2nnc(Cc3ccc(Cl)cc3)o2)cc1	99	?	8
CC1(C)CC(=O)C=C(NCc2ccc(C(=O)O)cc2)C1	103	?	4
CCOC(=O)C1=C(C)NC(SC)=C(C#N)C1CC(C)C (configuration not stated)	77	?	7
Nc1c(Cl)ncnc1N/N=C/c1ccncc1	91	?	6
COc1ccccc1NC(=O)C1=C(C)NC(SCC(=O)Nc2ccc(C(=O)O)cc2)=C(C#N)C1c1cccs1 (configuration not stated)	98	?	9
COc1ccc(CCn2c(NN=C3CCCCC3)nc3c2c(=O)[nH]c(=O)n3C)cc1	94	?	7
CCOC(=O)c1nc(C)nc(Sc2n[nH]c(-c3cc(Cl)cc(Cl)c3)n2)c1C	98	?	6
COC(=O)C(C(=O)OC)C(c1ccccc1)C(C(=O)c1ccccc1)[N+](=O)[O-] (configuration not stated)	93	?	6
NC(=O)CC(NC(=O)Cc1cccc2ccccc12)c1ccc(NCC2CC2)c([N+](=O)[O-])c1 (configuration not stated)	105	?	13
Cc1nc(NC(=O)c2ccccc2)sc1-c1csc(Nc2ccc(C(=O)O)cc2)n1	104	?	15

Single values from the entries so far.
CCOC(=O)c1nc(C)nc(Sc2n[nH]c(-c3cc(Cl)cc(Cl)c3)n2)c1C in RGS4-Gao reg shows 98
NC(=O)CC(NC(=O)Cc1cccc2ccccc12)c1ccc(NCC2CC2)c([N+](=O)[O-])c1 (configuration not stated) in Avidin fluor shows 13
